PME-1 inh: PME-1 (human) inhibition | inhibition, % at 5.9 µM | AID 2130 | recombinant PME-1, FP-Rh probe fluorescence polarization | 320,000 tested, 0.53% active | Q9Y570;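 active = inhibition above the campaign mean of all compounds plus 3 SD, cut at about 26% in these data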;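 note: competitive labeling of PME-1 active site by serine hydrolase directed probe; 0% = PME-1 with DMSO and 100% = wells lacking PME-1 enzyme; inhibitors block probe labeling so polarization falls and inhibition rises; many of its hits are not listed in these tables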
Target sequence (Q9Y570 whole entry, looked up): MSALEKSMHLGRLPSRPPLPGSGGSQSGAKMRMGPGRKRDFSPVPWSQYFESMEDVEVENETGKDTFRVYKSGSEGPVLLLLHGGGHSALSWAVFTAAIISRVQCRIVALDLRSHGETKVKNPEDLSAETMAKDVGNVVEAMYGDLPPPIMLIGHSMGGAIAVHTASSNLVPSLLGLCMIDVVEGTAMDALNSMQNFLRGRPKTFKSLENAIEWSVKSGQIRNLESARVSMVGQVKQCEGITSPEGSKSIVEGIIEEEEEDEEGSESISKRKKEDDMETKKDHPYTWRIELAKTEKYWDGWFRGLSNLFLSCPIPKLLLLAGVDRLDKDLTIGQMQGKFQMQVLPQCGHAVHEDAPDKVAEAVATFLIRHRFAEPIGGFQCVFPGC
BCLXL inh: inhibitors of human Bcl-xL; GST-Bcl-xL / FITC-Bim BH3 peptide fluorescence polarization; inhibition, % at 10.9 µM; 320,000 tested, 0.7% active; AID 2129;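 active = inhibition above the mean of all tested compounds plus 3 SD, cutoff set per campaign, cut at about 30% in these data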;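 note: 0% = DMSO wells and 100% = unlabeled Bim-BH3 peptide competitor; inhibitors lower millipolarization by displacing the labeled peptide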
Efflux pump mplx: antifungal efflux pump inhibition, Nile Red retention | S. cerevisiae Candida pump triplex | inhibition, % at 10 µM | 330,000 tested, 0.44% active;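 active = plate passing quality check with inhibition over a set limit, or well fluorescence over plate mean plus 4 SD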;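 note: Nile Red retained in pooled yeast measured as flow cytometry median fluorescence; 0% = buffer negative control and 100% = Enniatin B positive control; higher means more Nile Red kept so more efflux inhibition; some compounds called inactive have numbers as strong as hits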
GLD-1 RNA inh: GLD-1-TGE RNA interaction inhibition (C. elegans) | Q17339 | purified GLD-1 + fluorescein TGE RNA, fluorescence polarization | inhibition, % at 5.96 µM | 320,000 tested, 0.44% active;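 active = percent inhibition above a per-plate cutoff, the plate mean of test compounds plus 3 SD, cut at about 30% in these data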;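 note: 0% = DMSO wells with GLD-1 and probe and 100% = wells lacking GLD-1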
MCL1-BIM inh: inhibitors of human MCL1 binding to BIM-BH3 peptide; Q07820; GST-MCL1 / FITC-Bim-BH3 fluorescence polarization; inhibition, % at 10.9 µM; 320,000 tested, 0.68% active;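 active = inhibition above the mean inhibition of all tested compounds plus 3 SD, set per campaign, cut at about 40% in these data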;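 note: 0% = DMSO wells and 100% = unlabeled Bim-BH3 peptide control; higher means more loss of mP so more displacement of Bim peptide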
VLA-4 inh: inhibition in a human VLA-4 binding assay; VLA-4 expressing cells, ligand binding flow cytometry; inhibition, % (about 7 µM as worked out from the volumes in the protocol); 330,000 tested, 0.2% active; AID 2557; in the data active = inhibition above about 50%
GRK2 inh: human GRK2 inhibition via aptamer displacement; bead flow cytometry, FAM-aptamer displacement from GRK2; AID 488847; P25098; inhibition of aptamer binding, % at 10 µM; 330,000 tested, 0.59% active;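 active = inhibition of aptamer binding above 40%, roughly 3 SD of noise, on plates passing a quality check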;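 note: median bead fluorescence of bound FAM aptamer so fluorescent compounds give negative values; no value below 0 was filed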
Fam108B counter: counter-screen for RBBP9 inhibitors: inhibitors of mouse Fam108B; recombinant Fam108B, FP-Rh probe fluorescence polarization; inhibition, % at 9.51 µM; 300,000 tested, 0.33% active; AID 1947;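 active = inhibition above the screen mean inhibition plus 3 SD, computed separately per campaign, cut at about 18% in these data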;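 note: inhibitors lower polarization as less probe binds the enzyme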
MEX-5 binding: C. elegans MEX-5 TCR-2 RNA binding activity. Q9XUB2. 300,000 tested, 0.38% active. activity score (negative = inhibition of binding), % at 10 µM. MEX-5/FITC-TCR2 RNA binding, fluorescence polarization; active compounds read low;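 active = inhibition past about -25% in most replicates, and total fluorescence under double the plate's negative control median, limit read from the data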;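 note: 0% = DMSO and -100% = 5 µM competing unlabeled TCR2 RNA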
Target sequence (Q9XUB2 whole entry, looked up): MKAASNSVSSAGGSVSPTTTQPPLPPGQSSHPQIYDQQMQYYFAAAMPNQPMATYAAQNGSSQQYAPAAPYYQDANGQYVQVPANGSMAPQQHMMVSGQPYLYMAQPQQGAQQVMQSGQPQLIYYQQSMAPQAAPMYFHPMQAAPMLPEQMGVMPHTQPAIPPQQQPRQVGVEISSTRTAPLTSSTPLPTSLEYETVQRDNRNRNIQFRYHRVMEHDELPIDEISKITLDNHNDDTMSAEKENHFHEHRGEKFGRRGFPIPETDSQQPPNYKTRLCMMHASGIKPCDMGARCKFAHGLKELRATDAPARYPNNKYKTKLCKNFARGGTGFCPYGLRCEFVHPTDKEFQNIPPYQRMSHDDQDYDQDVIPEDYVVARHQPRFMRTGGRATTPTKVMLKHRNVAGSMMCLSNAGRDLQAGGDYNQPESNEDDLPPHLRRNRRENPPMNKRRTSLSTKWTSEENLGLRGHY
The depositor's hits bear a star; / = not tested or not shown.

Compound,PME-1 inh,BCLXL inh,Efflux pump mplx,GLD-1 RNA inh,MCL1-BIM inh,VLA-4 inh,GRK2 inh,Fam108B counter,MEX-5 binding
O=C(c1cnn2c(C(F)(F)F)cc(-c3cccs3)nc12)N1CCN(Cc2ccccc2)CC1,0.0,4.2,-0.1,0.0,7.4,-9.0,1.0,3.3,-1.2
Oc1ccccc1-c1cc(-c2ccc(F)cc2)n[nH]1,-12.0,3.3,-0.2,2.3,2.6,9.8,0.0,-2.9,1.3
O=c1c(C(c2ccc(Br)cc2)c2c(O)nc3n(c2=O)CCS3)c(O)nc2n1CCS2,3.5,9.2,0.0,-3.9,16.0,6.9,0.0,-0.7,-3.6
COC(=O)c1sccc1NC(=O)CC1NCCNC1=O (stereo unspecified),-0.5,0.5,0.2,3.0,2.7,3.2,2.0,-4.3,1.8
CCN(C[C@H]1N[C@@](Cc2ccccc2)(C(=O)OC)[C@H]2C(=O)N(Cc3ccccc3)C(=O)[C@@H]12)C(=O)c1ccccc1,/,/,0.0,0.3,/,49.9*,1.0,/,/
CCOC(=O)[C@H]1[C@H]2COc3cc(OC)ccc3[C@@H]2N2C(=O)CN(CC3CCCO3)C(=O)[C@@]12C (stereo partly specified),-3.3,6.6,-0.1,6.8,8.7,12.9,3.0,/,/
CCCCCc1ccc(OCCCC[n+]2ccccc2)c(CCCCC)c1,-0.7,0.8,-0.1,5.4,2.2,-3.9,0.0,5.5,0.7
CCCn1cc(S(=O)(=O)c2ccc(F)cc2)c(=O)c2cc(OCC)ccc21,1.0,4.5,0.5,1.8,-2.0,5.2,0.0,4.7,1.3
O=C(O)/C=C/C(=O)NCCNc1ncc(C(F)(F)F)cc1Cl,-0.6,-2.1,0.0,6.2,-1.2,1.8,1.0,-0.6,4.4
COc1cccc(C(=O)NCCS(=O)(=O)NCc2ccccn2)c1,2.1,3.2,0.0,-2.7,8.8,23.2,0.0,-3.8,-2.1
CC(C)n1c(CSCc2ccc(Cl)cc2Cl)n[nH]c1=S,-2.5,-13.5,0.1,-12.3,-14.6,0.9,0.0,-31.4,1.0
CC1=C(c2ccc(F)cc2)[N+](=O)C(C)(C)N1[O-],-6.2,3.0,-0.2,6.1,-8.9,12.8,0.0,-6.8,1.4
CN1CCc2nc3ccc(Cl)cc3c(-c3ccccc3Cl)c2C1,11.9,12.3,0.2,6.0,16.0,-12.4,12.0,-2.0,-1.5
CC1CCN(C(=O)COc2cccc3c2CCN(C)C3=O)CC1,2.0,3.2,-0.1,2.3,9.4,7.4,0.0,3.5,3.2
COc1ccc(CC(=O)Nc2ncc([N+](=O)[O-])s2)cc1OC,3.5,15.1,-0.1,-0.3,17.4,-14.8,0.0,3.4,-2.8
O=S(=O)(c1ccc(N2CCOCC2)c(Cl)c1)N1CCOCC1,-10.3,5.6,0.1,-0.8,4.7,6.6,2.0,0.3,-1.5
CC(C)=NOc1nc(NC(=O)NS(=O)(=O)c2ccccc2Cl)nc(N(C)C)n1,-6.9,3.6,0.0,-1.1,0.1,2.2,0.0,-4.2,0.0
Cc1nn(CC(=O)N(C)Cc2ccc(F)cc2)c(C)c1[N+](=O)[O-],0.7,0.3,-0.4,-0.3,2.5,-15.9,100.0*,2.7,1.8
COC(=O)C1=CN(CC2CCCO2)C=C(C(=O)OC)C1c1ccccc1C(F)(F)F (stereo unspecified),4.3,1.1,-0.2,-5.8,-8.7,-8.7,3.0,2.6,2.2
CCOC(=O)N1CCN(C(=O)C2CCC(CNS(=O)(=O)c3ccc(Cl)cc3)CC2)CC1 (stereo unspecified),-7.0,24.5,-0.1,13.3,28.4,9.7,0.0,8.8,0.1
CCOc1ccc(N(C(=O)/C=C/C(=O)Nc2cc(C)on2)C(C(=O)NC2CCCC2)c2ccccc2C)cc1 (stereo unspecified),-6.9,5.0,0.2,4.9,5.6,-2.5,1.0,-0.2,-2.5
C/C(=N/NC(=O)c1ccccc1O)c1ccc(N2C(=O)C3CCCCC3C2=O)cc1 (stereo unspecified),9.3,10.9,0.0,3.7,9.6,4.9,2.0,3.7,0.5
O=C1CCN(Cc2ccccc2)CCN1[C@H](CO)Cc1ccccc1,5.1,3.7,0.0,1.0,1.2,5.4,1.0,1.1,0.1
COc1ccc(C(=O)N2CCCC(CCC(=O)NCc3ccc(F)c(F)c3)C2)o1 (stereo unspecified),-1.6,2.1,-0.1,3.8,0.7,1.9,0.0,-0.6,0.0
Cc1nn(CC(=O)N2CCN(c3ccccc3)CC2)c(=O)c2cccn12,0.9,1.1,-0.1,-2.0,1.4,-3.1,30.0,-1.2,1.1
COc1cc(OC)cc(-c2cn[nH]c2N)c1,-7.1,3.8,-0.2,1.2,7.7,-2.5,0.0,2.8,-3.1
O=C(/C=C\Nc1ccc2c(c1)OCO2)c1ccc(Cl)s1,1.4,-19.2,-0.1,-2.2,-34.6,32.2,0.0,-3.4,-3.1
O=C(NCc1ccccn1)c1cccc(S(=O)(=O)N2CCCCC2)c1,4.4,-0.7,0.2,3.7,4.4,20.2,0.0,/,/
CN(Cc1ccccc1)c1ccc(S(=O)(=O)N2CCOCC2)cn1,-1.9,0.6,0.1,-1.4,-3.8,18.1,3.0,6.5,-5.0
CCS(=O)(=O)Nc1cccc(C2=NN(S(=O)(=O)c3ccc(F)cc3)C(c3cccs3)C2)c1 (stereo unspecified),1.5,-3.5,-0.1,-5.9,-8.9,-4.6,1.0,-4.0,-4.8
CC(CN1CCCCC1)OC(=O)C1c2ccccc2Oc2ccccc21 (stereo unspecified),2.5,10.9,0.1,4.9,3.7,9.6,0.0,0.1,-0.7
O=S(=O)(c1ccccc1)c1nc(-c2ccco2)oc1NCc1ccco1,7.5,9.3,-0.1,-8.9,5.4,18.5,0.0,-3.7,2.8
O=C(NCCCN1CCCC1)c1ccc2c(c1)N(Cc1cccc(Cl)c1)C(=O)c1ccccc1S2=O (stereo unspecified),1.2,1.4,0.1,2.3,-2.9,1.6,0.0,-4.1,-2.6
Cc1nn(C)c(Oc2cccc(Cl)c2)c1C#N,-0.2,4.9,0.1,7.7,5.5,6.9,0.0,-1.4,-0.7
C[n+]1cc[nH]c1SCC(=O)c1ccc(Cl)cc1,1.2,0.4,0.0,0.8,-0.6,4.8,4.0,-1.3,0.1
Cc1nc2sc(C(c3ccco3)N3CCN(c4ccc(F)cc4)CC3)c(O)n2n1 (stereo unspecified),-4.2,4.0,-0.1,-2.0,-4.3,-13.9,2.0,-3.6,-4.3
O=Cc1cccn1-c1ccc2ccccc2c1,-2.8,-4.5,0.0,-1.9,3.4,-0.6,0.0,-1.7,0.1
O=C(OCC(=O)N1CCc2ccccc21)C1CCCN1S(=O)(=O)c1ccc(Cl)cc1 (stereo unspecified),15.4,-1.3,-0.1,7.5,-1.9,9.3,2.0,/,/
COc1ccc(C(=S)N2CCN(c3ccccc3Cl)CC2)cc1OC,0.4,3.5,0.2,2.9,5.0,11.8,3.0,-1.6,-0.2
O=C(CC12CC3CC(CC(C3)C1)C2)NCC(=O)OCc1cc(=O)oc2ccc3ccccc3c12,1.1,1.2,0.2,6.5,-11.5,-5.5,0.0,-15.1,0.7
COc1ccccc1C(C#N)c1cccc(Cl)n1 (stereo unspecified),-3.5,-2.9,-0.1,-8.8,-0.1,2.8,0.0,-2.1,1.7
Cc1ccccc1-n1c(C)nnc1SCc1nc2ccccc2s1,2.4,-2.5,0.0,1.0,-8.8,-25.8,0.0,2.1,-1.3
CC(C)c1ccccc1OCCCN1CCCC1,-0.9,0.2,-0.1,1.2,-2.9,0.0,0.0,0.0,-0.3
CC(=O)n1cc(CO)c2ccccc21,0.6,5.7,-0.1,2.8,9.2,14.6,2.0,-3.5,2.7
Cn1c(CCNC(=O)c2ccccc2)nc2ccccc21,7.4,3.1,0.0,5.6,1.3,14.6,1.0,1.9,-4.9

Record cards, from the list above. Order of values: PME-1 inh	BCLXL inh	Efflux pump mplx	GLD-1 RNA inh	MCL1-BIM inh	VLA-4 inh	GRK2 inh	Fam108B counter	MEX-5 binding
CC(CN1CCCCC1)OC(=O)C1c2ccccc2Oc2ccccc21 (stereo unspecified) in the list: 2.5	10.9	0.1	4.9	3.7	9.6	0.0	0.1	-0.7
Cc1nc2sc(C(c3ccco3)N3CCN(c4ccc(F)cc4)CC3)c(O)n2n1 (stereo unspecified) in the list: -4.2	4.0	-0.1	-2.0	-4.3	-13.9	2.0	-3.6	-4.3
O=C(OCC(=O)N1CCc2ccccc21)C1CCCN1S(=O)(=O)c1ccc(Cl)cc1 (stereo unspecified) in the list: 15.4	-1.3	-0.1	7.5	-1.9	9.3	2.0	/	/
COc1ccc(C(=S)N2CCN(c3ccccc3Cl)CC2)cc1OC in the list: 0.4	3.5	0.2	2.9	5.0	11.8	3.0	-1.6	-0.2
O=S(=O)(c1ccccc1)c1nc(-c2ccco2)oc1NCc1ccco1 in the list: 7.5	9.3	-0.1	-8.9	5.4	18.5	0.0	-3.7	2.8

Further records follow:
Compound,PME-1 inh,BCLXL inh,Efflux pump mplx,GLD-1 RNA inh,MCL1-BIM inh,VLA-4 inh,GRK2 inh,Fam108B counter,MEX-5 binding
COCCCN(C(=S)NC(=O)c1ccc(Br)cc1)c1c(N)n(Cc2ccccc2)c(=O)[nH]c1=O,1.8,13.8,0.1,6.5,14.7,-4.6,0.0,4.1,1.8
O=C(c1cccc(-n2cccc2)c1)N1CCN(S(=O)(=O)c2ccc(F)cc2)CC1,-7.5,-1.3,0.1,3.3,-2.6,-15.0,4.0,-4.0,3.2
O=C(NC1CCCC1)c1ccccc1-c1nc2ccccc2[nH]1,7.1,6.7,-0.3,2.4,4.2,4.9,0.0,-3.4,0.4
CSCCCN1CCCC(CO)(Cc2ccccc2F)C1 (stereo unspecified),-1.6,5.3,0.2,-5.9,2.5,-9.0,9.0,4.1,0.2
COc1cccc(-c2ccc3nnc(SCC(=O)N4CCCC4)n3n2)c1,4.5,7.7,-0.1,2.7,5.3,8.0,0.0,-3.1,1.7
COc1cccc(/C=N/NC(=O)CNC(=O)c2ccncc2)c1O,-7.7,-0.6,-0.4,-1.5,0.7,23.0,0.0,1.3,1.2
Cc1ccc(NC(=O)CNC(c2ccccc2)c2ccccc2)c(F)c1,0.4,3.1,0.0,4.0,2.3,-17.6,2.0,-3.6,0.5
COc1ccc(-c2nn(-c3ccccc3)cc2C(=O)Nc2cccc(S(=O)(=O)NC3=NCCC3)c2)cc1,/,/,0.7,1.6,/,-8.3,2.0,/,/
CCOc1ccc(C(=O)N(c2ccccn2)C2CCCCC2)cc1,2.4,3.4,0.0,5.8,0.6,26.9,0.0,-3.3,1.5
O=C(Cc1cccs1)Nc1nc2c(ccc3ccccc32)s1,-20.2,-8.8,0.3,-3.6,-17.1,4.3,0.0,-10.1,2.4
CN(C)C1(CNC(=O)C2CCN(S(=O)(=O)c3ccccc3C(F)(F)F)CC2)CCCCC1,5.0,0.1,-0.1,3.9,-8.9,0.0,3.0,0.9,-0.3

The list is partial, so the mix of outcomes need not match the whole.
